Compound activity deposited in PubChem BioAssay by National Center for Advancing Translational Sciences (NCATS).
FUS suppressor: qHTS for Suppressors of FUS Proteinopathy: Primary screen using FUS-linked yeast assay. S. cerevisiae FUS-expressing, growth rescue, OD600, 24 h. Potency, µM (titrated, usually from 76.6 µM), for inactives: at the highest dose growth rescue (activation), usual class: activators. 390,000 tested, 0.24% active;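 also: plate controls were DMSO vehicle for no effect and reference control for full effect; nearly all actives have a fitted effect of over 55% in size; some results filed as inactive show a strong effect at the top dose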
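Cultures pregrown in 2.5% raffinose medium are shifted to minimal medium containing 2% galactose to express toxic FUS. Compounds are tested at several concentrations. After 24hr at 30C, growth is quantified at 600 nm absorbance.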
Abeta rescue: qHTS for compounds that reverse cellular toxicity of Amyloid beta (A-beta) peptide in yeast: Primary Screen | 410,000 tested, 0.063% active | yeast expressing A-beta42, growth rescue, OD600, 48 h; response scale: 0% DMSO, 100% iron-clioquinol control | Potency, µM (titrated, usually from 46.1 µM), for inactives: at the top dose growth rescue, most hits filed as activators | AID 1347071, 2019; also: nearly all actives have a fitted effect of over 55% in size
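Yeast A-beta toxicity model in growth medium with pinned compounds, 48 h at 30 C; growth read as absorbance at 600 nm. Normalized to FeCl3/clioquinol equimolar mix (positive) and DMSO (negative).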
The depositor's hits bear a star; ? = inconclusive. Calls follow the shape of the dose curve; as a rule, active = well fitted activation curve with a large enough effect; inconclusive = small, poorly fitted or top-dose-only effect; inactive = no such curve, though single readings can be large or run the other way. Potency is read from the fitted curve at half-maximal effect.

SMILES	FUS suppressor	Abeta rescue
CCOC(=O)Cc1ccc(NC(=O)Nc2nnc(N3CCCCC3C)s2)cc1 (stereo not drawn)	5%	2%
O=C(Cc1ccccc1)Nc1sc2c(c1C(=O)Nc1cccc(Cl)c1)CCCCC2	-12%	-8%
CC(=O)N(Cc1cccnc1)c1nc2c(C)cccc2s1	-2%	-3%
CCCCOC(=O)c1ccc(NC2=NS(=O)(=O)c3ccccc32)cc1	9%	1%
CCCC(=O)N1CC(=O)Nc2ccc(Cl)cc2C1c1ccc(F)cc1 (stereo not drawn)	4%	15%
CCOc1ccc(CCNC(=O)c2ccc(-c3nc(CSc4ccc(C)cc4)c(C)o3)cc2)cc1	1%	5%
CCOc1ccc(Br)cc1C1NC(=O)c2c(sc3c2CCN(C)C3)N1 (stereo not drawn)	11%	-32%
Fc1ccc(C(NCCc2ccc(Cl)cc2)c2nnc(-c3ccccc3)o2)c(Cl)c1 (stereo not drawn)	36%	-14%
CCc1cccc(-n2nnc(-c3nsc(NC(=O)c4ccc(C)cc4)n3)c2C)c1	-23%	0%
Cc1cc(Cl)ccc1OCC(=O)N(Cc1ccc(N(C)C)cc1)CC1CCCO1 (stereo not drawn)	27%	19%
N#C/C(=C\c1ccc(-c2ccc(Br)cc2)o1)C(=O)Nc1ccccc1O	-13%	0%
CCOC(=O)C1CCN(C(=O)Cn2c(=O)oc3cc(S(=O)(=O)N4CCC(C)CC4)ccc32)CC1	8%	-19%
COc1ccccc1-c1cc(NC(=O)COc2ccc(C)c(C)c2)n(-c2ccccc2)n1	4%	-9%
CCOc1ccc(CCNC(=O)C2CCN(Cc3nc(-c4ccc(OC)c(OC)c4)oc3C)CC2)cc1OCC	6%	-9%
Cc1ccc(C)c(N2CCN(C(=O)CCc3c(C)nc4c(c3C)c(=O)n(C)c(=O)n4C)CC2)c1	-23%	-13%
CCC(Sc1nc(-c2ccc(F)cc2)nc2c1Cc1c(CO)cnc(C)c1O2)C(=O)Nc1ccc(F)cc1 (stereo not drawn)	-7%	-3%
O=C1CC(c2nnc(Cc3ccc(F)cc3)o2)CN1c1ccccc1 (stereo not drawn)	15%	-7%
O=C(CSc1nc(Nc2ccccc2)c2ccccc2n1)c1ccc(Cl)cc1	1%	-14%
CCC(C)NC(=O)Cn1ncc2c(C)n(Cc3ccc(F)cc3)c(C)c2c1=O (stereo not drawn)	5%	-4%
O=C(c1c2c(nc3ccccc13)C(=O)N(C1CCCCC1)C2)N1CCN(c2ccc(F)cc2)CC1	-9%	1%
Cc1nc2c(c(C)nn2-c2ccccc2)c(C)c1CCC(=O)Nc1ccc(F)cc1	-1%	-9%
Cc1cc(C)cc(NC(=O)CSc2c(C(C)C)cnc3c2c(=O)n(C)c(=O)n3C)c1	2%	-1%
COc1ccccc1Nc1ncnc2scc(-c3ccc(F)cc3)c12	20%	-12%
Fc1ccc(-c2csc(-c3nc(-c4ccc(Br)s4)cs3)n2)cc1	-20%	-1%
Cc1cc(C)cc(-n2ccn(CC(=O)c3ccc(F)cc3)c(=O)c2=O)c1	24%	8%

Two entries from above, reformatted.
structure | FUS suppressor | Abeta rescue
CC(=O)N(Cc1cccnc1)c1nc2c(C)cccc2s1 | -2% | -3%
CCCCOC(=O)c1ccc(NC2=NS(=O)(=O)c3ccccc32)cc1 | 9% | 1%

Looked up one by one from the list above, 2 records:
SMILES	FUS suppressor	Abeta rescue
O=C1CC(c2nnc(Cc3ccc(F)cc3)o2)CN1c1ccccc1 (stereo not drawn)	15%	-7%
Cc1cc(Cl)ccc1OCC(=O)N(Cc1ccc(N(C)C)cc1)CC1CCCO1 (stereo not drawn)	27%	19%

Further structures.
SMILES	FUS suppressor	Abeta rescue
Cc1cn2c(=O)cc(COc3cc(C)c(Cl)c(C)c3)nc2s1	-13%	-1%
COc1ccc(CN(C(=O)Cc2coc3ccc(C)cc23)C2CCS(=O)(=O)C2)cc1 (stereo not drawn)	34%	3%
O=C(Cn1nnc(-c2ccccc2Cl)n1)Nc1ccc(Br)cc1	-23%	15%
COc1cc(C2C(=O)N(C3CCCCC3)CC(=O)N2CCC2=CCCCC2)ccc1OC(C)C (stereo not drawn)	4%	-9%
Cc1ccc(-n2c(=O)c3c4c(sc3n(Cc3cc(=O)n5cc(Cl)ccc5n3)c2=O)CCC4)cc1C	21%	-9%
COc1ccccc1C1C(C(=O)N2CCCCC2)=C(C)Nc2nc3ccccc3n21 (stereo not drawn)	-32%	-5%
COc1ccc(Cn2cc(C(=O)c3ccc(F)cc3)c(=O)c3cc4c(cc32)OCCO4)cc1	14%	-13%
COc1ccc(Cl)cc1NC(=O)c1c(NCc2cccnc2)sc2c1CCCC2	32%	-7%
CCOc1ccc(-n2c(Cc3ccccc3)nnc2SCc2nc(-c3ccccc3OC)no2)cc1	?	5%
COc1ccc(OC)c(NC(=O)CSc2nnc3ccc4ccccc4n23)c1	16%	7%
COc1ccccc1Oc1nc2c(C)cccn2c(=O)c1/C=C(\C#N)c1nc2ccccc2[nH]1	0%	6%
CCCNS(=O)(=O)c1cc(-c2nn3c(C)nnc3c3ccccc23)ccc1C	15%	1%
Cc1cccc(OCC(=O)Nc2ccc(-c3nc4ccccc4o3)cc2)c1C	-9%	0%
COC(=O)CN1C(=O)CSc2ccc(S(=O)(=O)Nc3ccc(F)c(Cl)c3)cc21	-6%	3%
CCN(CC)S(=O)(=O)c1ccc(N2CCCCS2(=O)=O)cc1	-18%	-18%
Cc1ccc(-n2nc(C)c3nc(CCC(=O)Nc4cccc(C)c4C)c(=O)n(C)c32)cc1	-23%	-20%
O=C(Cn1ncc2c1-c1ccccc1OC2)N1CCN(c2ccccc2F)CC1	29%	-12%
Clc1cccc(N2CCN(c3nc4ccccc4c4nc(-c5ccccc5)nn34)CC2)c1	1%	-27%
Cc1ccc2scc(N3CCc4ccccc4C3)c(=O)c2c1	?	-25%
O=C(NCCS(=O)(=O)N1CCN(c2ccc(F)cc2)CC1)c1ccccc1Br	8%	-1%
COc1cccc(CNC(=O)c2cc(C)nc3c2c(C)nn3-c2ccc(C)cc2)c1	14%	-9%
COc1ccc(OC)c(CNC(=O)NCc2noc3ccc(C)cc23)c1	2%	0%
Cc1ccc(C)c(Oc2c(C(F)(F)F)oc3c(CN4CCN(C)CC4)c(O)ccc3c2=O)c1	10%	-6%
Cc1ccc(-n2nc3c(N4CCC(C(=O)NC5CCCCC5)CC4)nnc(C)c3c2C)cc1	-17%	-3%
COc1ccc(-n2nnnc2C2CCN(S(=O)(=O)c3cc(Cl)ccc3OC)CC2)cc1	32%	8%
SMILES	FUS suppressor	Abeta rescue
COc1ccc(-c2noc(CC(=O)Nc3ccc(C)c(F)c3)n2)cc1	16%	-3%
CCOc1cc(-c2nnc(SCC(=O)NC3CCCC3)nc2-c2ccc(OC)c(OCC)c2)ccc1OC	16%	4%
COc1ccc(CCN2C(=O)N(c3cccc(OC)c3)C(=O)C2CC(=O)Nc2ccccc2)cc1 (stereo not drawn)	?	-3%
COC(=O)c1cccc(NC(=O)c2nsc3ccccc23)c1	-7%	-13%
CCn1c(=O)cc(SCC(=O)Nc2ccc(C)c(F)c2)c2ccccc21	0%	-13%
Cc1cc(-c2ccc(S(=O)(=O)Nc3cccc(Cl)c3C)cc2)on1	1%	5%
Cc1ccc(N(CC(=O)Nc2cccc(F)c2)S(=O)(=O)c2cccs2)cc1	-14%	-17%
O=C(c1ccc2c(c1)N(Cc1ccccc1F)C(=O)c1ccccc1S2(=O)=O)N1CCCCCC1	?	5%
CCOC(=O)C1CCCCN1S(=O)(=O)c1csc(C(N)=O)c1 (stereo not drawn)	-10%	-15%
Cc1cccc(-c2noc(-c3cccnc3NCc3ccco3)n2)c1	3%	-17%
Cc1cc(C)cc(N2CCn3c2nc2c3c(=O)n(Cc3ccc(Cl)cc3)c(=O)n2C)c1	-20%	-21%
CCc1ccc(NC(=O)c2ccc(F)c(S(=O)(=O)N(C)C3CCCCC3)c2)cc1	14%	-6%
Cn1cc(S(=O)(=O)N2CCCCCC2)cc1C(=O)NCc1ccc(Cl)cc1	21%	-1%
Cn1cc(S(=O)(=O)N2CCCC2)cc1C(=O)Nc1ccc(F)cc1F	-12%	-2%
COc1ccc(N2CCN(C(=O)Cn3cnc4sc(C)c(S(=O)(=O)N5CCCCC5)c4c3=O)CC2)cc1	9%	1%
Cc1ccc(-c2nnn3c2nc(NCC(C)c2ccccc2)c2ccccc23)cc1 (stereo not drawn)	-22%	11%
CCOc1ccc(C(=O)c2cn(CC(=O)Nc3ccc4c(c3)OCCO4)c3ccc(F)cc3c2=O)cc1	-23%	3%
Cc1cccc(C(=O)Oc2c(Sc3ccccc3)c(C)nn2C(C)(C)C)c1	14%	-2%
Cc1ccc(-c2csc(-c3c(N)c(C(=O)c4ccc5c(c4)OCO5)n4ccccc34)n2)cc1	-20%	-12%
CCC1CCCCN1C(=O)Cn1c(=O)n(CCCCCC(=O)NCc2ccccc2Cl)c(=O)c2sccc21 (stereo not drawn)	-11%	-7%
CC1CN(C(=O)N2CCC(C(=O)NCCC3=CCCCC3)CC2)c2cc(Cl)ccc2O1 (stereo not drawn)	8%	5%
CCc1ccc(NC(=O)CSc2nc(C)c(C(=O)Nc3ccccc3)c(-c3ccc(OC)c(OC)c3)c2C#N)cc1	?	2%
O=C(NCC(c1cccnc1)N1CCc2ccccc2C1)C(=O)Nc1ccc(F)cc1F (stereo not drawn)	-15%	-1%
O=C(COc1ccccc1)NCCc1csc(-c2cccc(F)c2)n1	2%	-18%
Cc1cc(C(=O)NCCc2ccc(Cl)cc2)c2c(C)nn(-c3cccc(F)c3)c2n1	-20%	0%

Looked up above:
Under FUS suppressor, `CCOC(=O)C1CCCCN1S(=O)(=O)c1csc(C(N)=O)c1` (stereo not drawn) is listed with -10%
Under FUS suppressor, `Cc1ccc(N(CC(=O)Nc2cccc(F)c2)S(=O)(=O)c2cccs2)cc1` is listed with -14%
Under Abeta rescue, `Cc1cccc(-c2noc(-c3cccnc3NCc3ccco3)n2)c1` is listed with -17%
Under Abeta rescue, `O=C(COc1ccccc1)NCCc1csc(-c2cccc(F)c2)n1` is listed with -18%
Under Abeta rescue, `O=C(NCC(c1cccnc1)N1CCc2ccccc2C1)C(=O)Nc1ccc(F)cc1F` (stereo not drawn) is listed with -1%
Under Abeta rescue, `CCOc1cc(-c2nnc(SCC(=O)NC3CCCC3)nc2-c2ccc(OC)c(OCC)c2)ccc1OC` is listed with 4%

An excerpt of these results, with two lines to a compound:
The line under a structure holds: FUS suppressor, Abeta rescue
COc1ccc(OC)c(NC(=O)CSc2nnc3ccc4ccccc4n23)c1
→ 16%, 7%
COc1ccccc1Oc1nc2c(C)cccn2c(=O)c1/C=C(\C#N)c1nc2ccccc2[nH]1
→ 0%, 6%

Continued:
SMILES	FUS suppressor	Abeta rescue
CC(C)c1nc2ccc(C(=O)NC(C)c3ccccc3)cc2o1 (stereo not drawn)	-2%	2%
COc1ccc(OCCn2c(C)nc3cc(C)c(C)cc32)cc1	21%	10%
CCOC(=O)CSc1nc2sc3c(c2c(=O)n1Cc1ccccc1)CC(C)CC3 (stereo not drawn)	-15%	-10%
CCc1ccc(NC(=O)CCc2c(C)nc3nc(-c4cc(OC)cc(OC)c4)nn3c2C)cc1	-17%	-15%
O=C(NCCC1=CCCCC1)c1ccc2c(c1)N(Cc1ccccc1F)C(=O)c1ccccc1S2=O (stereo not drawn)	?	-1%
Cc1oc2ccc(O)c(CN3CCCCCC3)c2c1C(=O)Nc1cccc(Cl)c1C	9%	-20%
CCCCSc1ncnc2c1c(-c1ccccc1)cn2-c1cccc(F)c1	-16%	-7%
CCN(CCCNC(=O)CSc1cc(=O)n(CC)c2ccccc12)c1cccc(C)c1	?	-19%
Cc1ccc(Cl)cc1NC(=O)C(=O)NCCc1sc(-c2ccc(F)cc2)nc1C	-19%	0%
CCOC(=O)c1cnc2cc(-c3ccc(OCC)cc3)nn2c1-c1ccccc1	9%	10%
COc1ccc(N2CCN(C(=O)c3cc4c(-c5ccccc5F)nn(C)c4s3)CC2)cc1	?	-9%
O=C(CCn1c(=O)c2cccn2c2cccnc21)NCc1ccccc1F	-13%	-17%
COc1ccccc1-c1nnc(SCC(=O)Nc2ccccc2F)o1	-14%	-5%
CCSc1nc2n(n1)C(c1ccc(CC)cc1)C(C(=O)Nc1ccccc1OC)=C(C)N2 (stereo not drawn)	-22%	-6%
CCC(=O)Nc1ccccc1-c1nc2ccccc2n(C(CC)C(=O)Nc2cccc(C(C)=O)c2)c1=O (stereo not drawn)	?	4%
Cc1ncc(CO)c2c1Oc1nc(-c3ccc(Cl)cc3)nc(SCC(=O)N3CCCCC3)c1C2	-4%	-1%
Cc1ccc2nc(NCc3ccccc3)c3nncn3c2c1	0%	-14%
CCOC(=O)c1c(C)[nH]c(CCC(=O)Nc2c(C)cccc2CC)c1C	8%	-10%
CCc1nnc(NC(=O)C(=O)c2cc(C)n(-c3ccccc3)c2C)s1	22%	-6%
COc1cc(CN(C(=O)COc2ccc(F)cc2)c2ccccn2)cc(OC)c1OC	20%	-8%
COc1ccc(C(=O)NCC(c2cccnc2)N2CCc3ccccc3C2)cc1 (stereo not drawn)	-3%	12%
CCCOc1ccc(Oc2nc(NCC(C)C)nc(N3CCOCC3)n2)nn1	26%	-6%
CCC(Oc1ccccc1F)C(=O)Nc1cc(-c2ccccc2)no1 (stereo not drawn)	15%	16%
Cc1cccc(NC(=O)c2sc(-n3nc(C)c(CCC(C)C)c3C)nc2C)c1C	13%	22%

Only part of the results is shown. The share of hits here may be higher or lower than overall.
